PLCb3 inh = human PLC-beta3 inhibitors, primary screen, biochemical, fluorescence | 1-phosphatidylinositol 4,5-bisphosphate phosphodiesterase beta-3 (Homo sapiens), Q01970 | Purified PLC-beta3, fluorogenic substrate | inhibition, % at 12.2 µM | 370,000 tested, 0.18% active | AID 720704, 2013; in the data active = inhibition above about 11%;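 note: 0% = median of compound wells on plate and 100% = full blocker control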
ADAM17 inh = ADAM17 inhibitors, primary screen, biochemical, QFRET; recombinant ADAM17, EDANS/DABCYL FRET peptide cleavage; 370,000 tested, 0.83% active; Disintegrin and metalloproteinase domain-containing protein 17 (Homo sapiens), P78536; inhibition, % at 6.95 µM; AID 720648, 2013;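 active = inhibition above the mean of compounds lying between control limits plus 3 SD, set per campaign, cut at about 8.5% in these data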;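 note: 0% = DMSO-only wells as the low control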
MBD2 DNA inh = inhibitors of MBD2 binding to methylated DNA, primary screen, biochemical, TR-FRET, DNA-binding domain, human; MBD2 binding to methylated oligonucleotide; inhibition, % at 4.4 µM; 370,000 tested, 0.31% active; in the data active = inhibition above about 13%
ASAP1 inh = inhibitors of human ASAP1 ArfGAP activity, primary screen, biochemical, fluorescence polarization | Arf-GAP with SH3 domain, ANK repeat and PH domain-containing protein 1 (Homo sapiens), … | ASAP1-stimulated ARF1 GTP hydrolysis, GDP FP detection | inhibition, % at 16.5 µM | 360,000 tested, 0.19% active | AID 624377, 2012; in the data active = inhibition above about 25%;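 note: 0% = vehicle with enzyme and substrate and 100% = no enzyme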
Target sequence (Q9ULH1 325-724 limits assumed): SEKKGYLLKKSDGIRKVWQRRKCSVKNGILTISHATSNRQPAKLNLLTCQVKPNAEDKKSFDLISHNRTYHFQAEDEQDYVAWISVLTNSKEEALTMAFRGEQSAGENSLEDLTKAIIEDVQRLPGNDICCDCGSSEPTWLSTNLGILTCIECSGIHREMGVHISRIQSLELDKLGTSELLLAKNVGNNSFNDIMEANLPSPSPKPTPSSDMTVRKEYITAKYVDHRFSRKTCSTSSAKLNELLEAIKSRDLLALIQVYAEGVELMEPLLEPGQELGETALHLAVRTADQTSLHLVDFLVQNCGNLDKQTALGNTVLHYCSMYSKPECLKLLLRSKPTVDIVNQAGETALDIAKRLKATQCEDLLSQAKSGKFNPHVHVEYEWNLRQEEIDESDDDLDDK
ARFGAP1 inh = inhibitors of rat ARFGAP1 GAP activity, primary screen, biochemical, fluorescence polarization, GDP tracer; 360,000 tested, 0.26% active; inhibition, % at 16.5 µM; Arfgap1-stimulated ARF1 GTP hydrolysis, GDP FP detection; ADP-ribosylation factor GTPase-activating protein 1 (Rattus norvegicus), Q62848;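 active = inhibition above a per-plate limit, mean inhibition of low control wells plus 3 SD, cut at about 25% in these data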;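 note: 0% = DMSO wells with enzyme and 100% = wells lacking Arfgap1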
Target sequence (Q62848 1-136 limits assumed): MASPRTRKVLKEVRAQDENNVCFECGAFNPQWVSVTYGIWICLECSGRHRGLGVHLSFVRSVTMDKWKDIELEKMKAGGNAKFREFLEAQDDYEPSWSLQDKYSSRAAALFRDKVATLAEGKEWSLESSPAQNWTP
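Assay system: Rat Arfgap1 GAP domain (His6, aa 1-136), purified enzyme | Buffer or medium: HEPES 25 mM pH 7.5, NaCl 150 mM, MgCl2, DTT | Schedule: GTP hydrolysis reaction 2 h at 25 °C | Signal: FP of antibody-bound GDP Alexa 633 tracer, ex 620/em 688 nm | Measure: Percent inhibition of Arfgap1-stimulated GTP hydrolysis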
Tn7 DDE FP = inhibitors of Tn7 peptide binding to fibrin DD(E), primary screen, biochemical, fluorescence polarization, human fibrin, Tn7 probe. 370,000 tested, 0.13% active. AID 720508, 2013. inhibition, % at 8.3 µM. Fibrinogen beta chain (Homo sapiens), P02675. FP displacement of FITC-Tn7 peptide from fibrin DD(E); 0% = median of compound wells per plate;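 active = inhibition above the mean of compounds falling within the control limits plus 3 SD of them, cut at about 14% in these data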;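 note: 0% = plate median of compound wells and 100% = 10 µM Aha-Tn7 peptide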
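Assay system: Fibrin-DD(E) protein isolated from polymerized human fibrin clots; read-out basis: percent inhibition; medium: Tris/NaCl/CaCl2 buffer, pH 7.8; signal: FP measurement; incubation: 10 min plus 3 h, room temperature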
proKLK7 act = proKLK7 zymogen activators, primary screen, biochemical, fluorescence intensity | purified proKLK7, EDANS-DABCYL substrate fluorescence; 100% is mature enzyme control, 0% vehicle | activation, % at 7 µM | 370,000 tested, 0.9% active;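 active = activation above the mean of all tested compounds plus 3 SD, computed per campaign excluding outliers beyond control limits, cut at about 13% in these data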
Target sequence (P49862 whole entry, looked up): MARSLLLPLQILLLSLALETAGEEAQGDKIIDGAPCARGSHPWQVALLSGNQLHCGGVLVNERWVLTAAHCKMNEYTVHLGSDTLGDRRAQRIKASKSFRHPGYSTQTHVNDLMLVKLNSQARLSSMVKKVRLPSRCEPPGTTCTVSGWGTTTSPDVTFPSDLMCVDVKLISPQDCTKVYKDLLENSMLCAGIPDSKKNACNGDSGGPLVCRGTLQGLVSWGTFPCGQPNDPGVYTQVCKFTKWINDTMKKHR
Tn6 DDE FP = inhibitors of Tn6 peptide binding to fibrin DD(E), primary screen, biochemical, fluorescence polarization, human fibrin, Tn6 probe; Fibrinogen beta chain (Homo sapiens), P02675; Fibrin DD(E) TRITC-Tn6 fluorescence polarization displacement; inhibition, % at 8.3 µM; 370,000 tested, 0.21% active; AID 720509, 2013;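 active = inhibition above a per-campaign cutoff: mean of compounds within control limits plus 3 SD, cut at about 15% in these data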;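 note: 0% = median of all compound wells on the plate and 100% = blocking peptide control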
PLC-gamma1 inh = PLC-gamma1 enzyme inhibitors, primary screen, biochemical, fluorescence, purified enzyme; 370,000 tested, 0.84% active; 1-phosphatidylinositol 4,5-bisphosphate phosphodiesterase gamma-1 (Homo sapiens), P19174; fluorogenic substrate; AID 720700, 2013; inhibition, % at 12.2 µM; in the data active = inhibition above about 9.5%
UHRF1 MBD2 ctr = UHRF1 methylated DNA binding inhibitors, primary screen, counter-screen for MBD2 inhibitor project, biochemical, TR-FRET, human UHRF1, single concentration; E3 ubiquitin-protein ligase UHRF1 (Homo sapiens), Q96T88; UHRF1 binding to methylated oligo; inhibition, % at 4.4 µM; 370,000 tested, 0.75% active; AID 687016, 2013; in the data active = inhibition above about 21%;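 note: UHRF1 SRA domain binding a hemimethylated CpG hairpin DNA probe; 0% = median of test compound wells and 100% = reference inhibitor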
An asterisk follows results filed as active; . = not tested or not shown.

Start of the data: the first four entries (preview)
Fields: PLCb3 inh	ADAM17 inh	MBD2 DNA inh	ASAP1 inh	ARFGAP1 inh	Tn7 DDE FP	proKLK7 act	Tn6 DDE FP	PLC-gamma1 inh	UHRF1 MBD2 ctr
CCc1ccc(-c2cc(C)no2)cc1S(=O)(=O)Nc1ccc(Cl)cn1
  -11	-1	5	-4	-2	3	0.0	-1	0	1
CCOC(=O)C1=CCN(S(=O)(=O)c2ccc(F)cc2)C1c1cccc(C)c1 (stereo not given)
  0	1	-3	11	7	-2	0.5	5	-1	0
CCCc1cc(NCCCn2ccnc2)n2nc(C)c(-c3ccccc3)c2n1
  -179	-12	-3	-7	5	3	-3.8	1	-107	-1
COc1ccc(NC(=O)COc2ccc(/C=N/n3c(C)nnc3C)cc2OC)cc1
  4	1	6	0	0	1	0.1	0	3	4

All compounds of this part, from the first entry:
Fields: PLCb3 inh	ADAM17 inh	MBD2 DNA inh	ASAP1 inh	ARFGAP1 inh	Tn7 DDE FP	proKLK7 act	Tn6 DDE FP	PLC-gamma1 inh	UHRF1 MBD2 ctr
CCc1ccc(-c2cc(C)no2)cc1S(=O)(=O)Nc1ccc(Cl)cn1
  -11	-1	5	-4	-2	3	0.0	-1	0	1
CCOC(=O)C1=CCN(S(=O)(=O)c2ccc(F)cc2)C1c1cccc(C)c1 (stereo not given)
  0	1	-3	11	7	-2	0.5	5	-1	0
CCCc1cc(NCCCn2ccnc2)n2nc(C)c(-c3ccccc3)c2n1
  -179	-12	-3	-7	5	3	-3.8	1	-107	-1
COc1ccc(NC(=O)COc2ccc(/C=N/n3c(C)nnc3C)cc2OC)cc1
  4	1	6	0	0	1	0.1	0	3	4
Cc1cc(C(=O)COC(=O)c2ccc(Cl)c(S(N)(=O)=O)c2)c(C)n1C1CC1
  -3	-3	0	-6	4	5	0.2	-5	-5	0
COc1cc(C(=O)N/N=C/c2ccc(OC(=O)N3CCOCC3)cc2)cc(OC)c1OC
  0	-3	3	12	17	1	0.1	3	-3	0
C/C(=N/NC(=O)c1ccncc1)C1=C(O)CC(C)(C)CC1=O
  3	-1	0	-6	0	-7	-0.2	-10	0	-1
O=[N+]([O-])c1ccc2cn(-c3ccccc3)nc2c1
  6	2	-1	4	7	2	-2.2	-1	7	-6
CC(=O)N1N=C(c2ccc(C)o2)CC1c1ccc(F)cc1 (stereo not given)
  -1	-1	-1	-9	-12	-7	0.5	-1	0	-2
Cc1ccc(C)c(-n2cc(CNCCc3cnccn3)c(-c3ccccc3)n2)c1
  -3	-2	3	7	10	5	-0.1	12	1	-2
CN(CCCNC(=O)C1CCN(S(=O)(=O)N2CCC3(CC2)OCCO3)CC1)Cc1ccccc1
  1	-3	1	-19	-15	1	-0.6	0	-5	3
Cc1cc(NC(=O)COc2ccc([N+](=O)[O-])cc2)no1
  -7	-4	0	1	-9	-2	-0.4	1	-3	6
CCCCCCc1cc2cc(-c3nnc(-c4ccccc4O)o3)c(=O)oc2cc1O
  -61	-9	2	-2	-10	-6	-0.1	1	-36	-2
CSc1ncc(Cl)c(C(=O)Nc2ccccc2Br)n1
  -6	-5	-2	-1	-9	10	0.1	3	1	-2
CC(=O)N1CCC(C(=O)N2c3ccccc3N=C(c3ccc4c(c3)OCO4)C2C(=O)Nc2c(C)cccc2C)CC1 (stereo not given)
  -68	-14	1	6	8	1	0.5	-8	-44	1
O=c1oc(Cc2ccccc2)nc2ccccc12
  -6	-10	8	6	-3	-3	-0.6	-5	6	2
O=C(CCNS(=O)(=O)c1ccc(Cl)cc1)N1CCN(c2ncccn2)CC1
  -12	-9	1	-1	-4	2	0.1	10	-5	2
O=C1CCCCN1CCCC(=O)N1CCCC(Nc2ccc(F)c(F)c2)C1 (stereo not given)
  1	-7	7	-4	-8	5	-0.3	-7	3	-1
O=C(COC(=O)CNS(=O)(=O)c1ccc(F)c(F)c1F)NC1CCCC1
  -4	0	-2	-7	5	-2	-0.3	2	-1	-1
CCOC(=O)C1=CN(Cc2cccc(-c3cccnc3)c2)S(=O)(=O)N(C)C1C (stereo not given)
  0	-4	2	-5	-10	8	0.7	-5	-1	3
CC(=O)NC12CC3CC(C1)CC(C(=O)OCC(=O)c1ccc4c(c1)OCCO4)(C3)C2
  -4	1	-3	-7	10	-1	-0.7	0	-6	-1
CCCCN1CC(=O)N2[C@H]3c4cc(C)ccc4OC[C@@H]3[C@H](c3ccccc3)[C@]2(C)C1=O
  -2	-1	-2	-5	-4	-3	0.4	2	-3	0
COC(=O)c1ccc(-c2noc(CN(Cc3ccncc3)CC3CCCO3)n2)cc1 (stereo not given)
  0	-5	-5	-2	1	5	0.2	-5	-1	-4
CCOc1cccc(C(=O)NNC(=O)C2C3C=CC(C3)C2C(=O)O)c1 (stereo not given)
  -4	0	0	19	8	5	-0.6	3	1	1
COc1cc(CCC(=O)Nc2ccncc2Cl)cc(OC)c1OC
  -6	-2	0	-10	12	-4	-0.1	-3	-1	-1
CCc1ccc(NCc2ccc(OC)c(Cn3ccnc3)c2)cc1
  -5	-3	-6	9	0	6	0.3	3	0	-6
COc1ccc(OC)c(C2SCCN2S(C)(=O)=O)c1 (stereo not given)
  3	-2	-3	-3	1	9	0.1	-2	2	1
Cc1ccc(C(=O)N2CCC[C@@H]2C(=O)N2CCC[C@H]2C(=O)NCc2ccccc2)cc1
  3	-1	2	1	-6	3	-0.1	-10	2	-1
COc1cc(OC)c(/C=N/N2CCN(c3ccccc3OC)CC2)c(OC)c1
  -7	-3	0	2	2	-4	11	-4	-4	-1
COc1cccc(CN2C(=O)c3ccccc3C2C(=O)NCC2CCCO2)c1 (stereo not given)
  4	4	-5	3	-2	2	0.0	-2	8	0
CCC(C)(C)n1nnnc1C(c1cccc(C#N)c1)N1CCN(c2cccc(C)c2C)CC1 (stereo not given)
  3	3	0	15	3	-4	5.3	2	4	-1
Cc1cc(S(=O)(=O)N2CCCC(C)C2)ccc1-n1cnnn1 (stereo not given)
  -3	1	-3	14	4	-2	0.4	-7	2	3
CCc1c(C)nc(SC)n(CC#N)c1=O
  -4	-1	5	3	0	-3	0.0	3	-2	0
O=C1S/C(=C/c2ccccc2)C(=O)N1CC(O)Cn1c2ccccc2c2ccccc21 (stereo not given)
  1	0	2	8	-6	1	-0.8	3	-4	2
CCOc1cc(C(=S)N2CCCC2)ccc1OC(=O)Cc1ccc(F)cc1
  4	4	-1	-1	17	-2	-0.8	-3	3	-3
COC(=O)c1sc(S(=O)(=O)Nc2c(C)nn(C)c2C)c(C(=O)OC)c1C
  4	8	-3	10	2	-9	-0.1	0	5	5
Cc1nc2c(nc1C)C(=O)c1ccccc1C2=O
  4	-2	-11	-1	8	-4	-0.2	4	2	-1
Fc1ccc(N/N=C2/CC(c3ccccc3)Oc3ccccc32)c(F)c1 (stereo not given)
  -15	-8	-1	-5	-6	11	-0.4	2	-19	-2
C[C@H](NC(=O)[C@@H]1CCCN1C(=O)[C@@H]1CCCN1C(=O)c1cccc2ccccc12)c1ccccc1
  -2	-3	4	8	-4	-1	0.4	-10	-1	-1
O=C1OC(c2ccccc2)=N/C1=C\C=C\c1ccccc1[N+](=O)[O-]
  -12	1	-6	-8	-8	-2	-0.5	1	-13	-2
O=C(Oc1ccccc1OC(=O)N1CCOCC1)N1CCOCC1
  5	-1	-3	6	18	-8	-0.5	11	-1	-1
Cc1nn2cc(-c3ccccc3)nc2s1
  2	0	-5	2	-3	3	0.1	-4	1	-4
CSCCC(C(=O)NC1CCCC1)n1c(-c2ccncc2)nc2ccccc21 (stereo not given)
  -16	-10	-4	-1	-21	4	0.1	5	-17	-3
O=C(COC(=O)CCSc1ccccc1)NCc1ccccc1
  0	4	5	16	-3	2	0.2	3	1	6
Cc1ccc(S(=O)(=O)N2CCN(C(=O)CN3CCCCC3)C2)cc1
  3	-8	4	2	0	7	-0.1	0	-3	3
COCc1c(C(=O)N/N=C/c2c[nH]c3ccccc23)nnn1-c1nonc1N
  -7	0	0	5	0	0	5.6	2	-3	0
Cc1cc(C(C)(C)C)c(O)c(C(C)(C)C)c1
  1	-3	-2	2	-5	6	-0.5	4	3	3
N/C(=N\OC(=O)c1cc(Cl)ccc1Cl)c1ccccn1
  -3	1	-4	-10	-6	1	0.3	-5	4	-7
CCc1nn(-c2ccccc2)c(N)c1C#N
  9	7	-2	-19	-12	-7	0.1	2	0	-3
CC(/C=N/NC(=O)c1ccccc1F)c1ccccc1 (stereo not given)
  -9	-4	-3	-12	-5	2	-0.2	2	-5	1
COc1ccccc1C(=O)N1CCN=C1c1ccccc1
  2	3	-4	-4	7	-13	0.6	1	2	4
CC(=O)Nc1ccc(NC(=O)CCCN2C(=O)c3ccccc3C2=O)cc1
  -8	-1	1	13	6	-8	0.2	6	0	-1
CC1CCN(c2ccc(C(=O)O)cc2NS(=O)(=O)c2ccccc2)CC1
  -4	0	2	.	.	6	0.2	7	-1	1
CC(=O)N1CCCN(C(=O)C2CCN(c3ncnc4c3sc3cccc(F)c34)CC2)CC1
  -84	-20	-4	.	.	-8	0.7	8	-59	-3
CCOC(=O)c1c(NC(=O)c2cccs2)sc(C(=O)N(C)C)c1C
  -284	-4	6	4	6	4	0.1	-6	-220	3
COC(=O)c1cc2oc3ccccc3c2n1Cc1ccccn1
  0	-1	4	-8	-1	2	1.2	2	-2	-2
COc1ccc(OC)c(NC(=O)C2CCCCC2)c1
  -7	-8	8	2	-7	-2	0.2	-1	2	4
O=C(Cn1cnc2ccccc21)N1CCN(S(=O)(=O)c2ccccc2)CC1
  -3	-1	-2	-7	-10	-4	0.2	1	5	1
CCOC(=O)[C@H]1[C@H]2COc3cc(OC)ccc3[C@@H]2N2C(=O)c3cc(F)c(F)cc3NC(=O)[C@@]12C
  1	0	3	5	-2	3	0.4	3	-3	-1

Screening results deposited in PubChem BioAssay by The Scripps Research Institute Molecular Screening Center.
